TWEAK Fn14 block: TWEAK-Fn14 signaling inhibition; actives 2% (n = 360,000); TWEAK-stimulated Fn14 reporter cells, luciferase luminescence, 8 h; inhibition, % at 10 µM; in the data active = inhibition above about 50%
ABHD5-PLIN5 inh: inhibitors of human ABHD5-perilipin-5 interaction | Split G. princeps luciferase complementation, luminescence, 4 h | inhibition, % at 4 µM | actives 0.78% (n = 360,000);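 active = inhibition above the mean inhibition across every tested compound plus 3 SD, cut at about 22% in these data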;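 note: 0% = DMSO only wells and the 100% control is not disclosed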
NCOA3 inh: human NCOA3 inhibition; HEK293 GAL4-SRC3 luciferase reporter, luminescence; Q9Y6Q9; inhibition, % at 3.6 µM; AID 588352; actives 0.17% (n = 360,000);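 active = inhibition above a per-campaign cutoff, the mean of all compounds plus 3 SD, cut at about 60% in these data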;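 note: 0% = DMSO-treated cells and 100% = gossypol-treated cells at 36 µM; higher means less SRC3-driven luciferase light from the GAL4 reporter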
COUP-TFII inh: blocks human COUP-TFII nuclear receptor | P24468 | actives 0.7% (n = 370,000) | AID 686940 | HEK293T NGFI-A luciferase reporter, luminescence | inhibition, % at 8.6 µM;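 active = inhibition above a per-plate cutoff, mean inhibition of test wells between control levels plus 3 SD, cut at about 38% in these data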;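 note: cells cotransfected with COUP-TFII expression vector driving the NGFI-A reporter; 0% = median of COUP-TF2 test wells and 100% = reporter-only cells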
NR5A2 inv ag: NR5A2 inverse agonism in reporter assay; O00482; HEK293T StAR-luciferase reporter, LRH-1 transfected, 24 h; inhibition, % at 3.6 µM; actives 0.13% (n = 360,000); AID 602396;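 active = inhibition above the mean inhibition of all tested compounds plus 3 SD, cut at about 73% in these data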;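 note: 0% = DMSO wells and 100% = reporter-only cells lacking LRH-1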
NCOA2 inhibitor: human SRC2 (NCOA2) inhibition | AID 651957 | Q15596 | inhibition, % at 9 µM | actives 0.17% (n = 370,000) | HEK293 GAL4-SRC2 luciferase reporter, luminescence;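 active = inhibition above the mean inhibition of all tested compounds plus 3 SD, set per campaign, cut at about 52% in these data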;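 note: 0% = DMSO treated cells and 100% = cells given Gossypol at 36 µM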
Target sequence (Q15596 whole entry, looked up, the tested form may be a part): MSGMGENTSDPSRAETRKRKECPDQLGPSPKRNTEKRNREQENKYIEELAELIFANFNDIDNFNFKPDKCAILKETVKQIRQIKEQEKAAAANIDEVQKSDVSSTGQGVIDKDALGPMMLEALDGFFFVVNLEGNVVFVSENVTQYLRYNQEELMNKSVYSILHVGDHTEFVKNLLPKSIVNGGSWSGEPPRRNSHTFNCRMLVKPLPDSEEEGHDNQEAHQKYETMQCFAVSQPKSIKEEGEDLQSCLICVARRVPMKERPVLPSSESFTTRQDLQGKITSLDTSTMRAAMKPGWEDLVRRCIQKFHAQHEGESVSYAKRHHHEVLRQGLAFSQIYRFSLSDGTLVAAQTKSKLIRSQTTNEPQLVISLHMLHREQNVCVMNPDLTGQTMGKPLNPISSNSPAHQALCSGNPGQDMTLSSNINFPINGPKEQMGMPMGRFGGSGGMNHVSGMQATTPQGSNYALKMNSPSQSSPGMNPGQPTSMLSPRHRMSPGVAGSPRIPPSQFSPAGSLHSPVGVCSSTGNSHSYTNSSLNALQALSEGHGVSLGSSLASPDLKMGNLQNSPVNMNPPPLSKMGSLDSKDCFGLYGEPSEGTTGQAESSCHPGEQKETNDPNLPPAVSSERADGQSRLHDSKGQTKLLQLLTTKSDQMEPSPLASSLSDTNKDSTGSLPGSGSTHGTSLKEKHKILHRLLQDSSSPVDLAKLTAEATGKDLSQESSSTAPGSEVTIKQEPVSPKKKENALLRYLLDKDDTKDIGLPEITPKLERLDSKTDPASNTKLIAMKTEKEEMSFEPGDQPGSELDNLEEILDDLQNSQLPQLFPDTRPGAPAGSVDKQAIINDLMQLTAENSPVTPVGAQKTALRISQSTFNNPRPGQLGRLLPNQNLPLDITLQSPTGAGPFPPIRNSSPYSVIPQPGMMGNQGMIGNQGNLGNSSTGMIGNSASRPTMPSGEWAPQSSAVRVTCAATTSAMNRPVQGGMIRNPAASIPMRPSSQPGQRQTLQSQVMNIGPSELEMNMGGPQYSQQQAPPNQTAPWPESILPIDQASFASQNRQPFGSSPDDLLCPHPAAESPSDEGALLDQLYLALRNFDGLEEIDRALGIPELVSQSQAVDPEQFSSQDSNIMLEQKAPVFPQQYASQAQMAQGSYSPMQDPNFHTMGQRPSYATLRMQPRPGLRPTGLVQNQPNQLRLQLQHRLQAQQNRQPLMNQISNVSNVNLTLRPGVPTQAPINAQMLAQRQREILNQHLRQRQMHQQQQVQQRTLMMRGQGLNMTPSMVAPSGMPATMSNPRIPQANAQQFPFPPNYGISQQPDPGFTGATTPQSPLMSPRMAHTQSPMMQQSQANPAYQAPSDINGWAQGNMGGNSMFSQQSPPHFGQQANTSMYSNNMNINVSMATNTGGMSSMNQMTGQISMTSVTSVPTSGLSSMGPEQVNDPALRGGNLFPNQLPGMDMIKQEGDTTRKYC
SRC1 inh: human NCOA1 inhibition; Q15788; HEK293 GAL4-SRC1 luciferase reporter, luminescence; inhibition, % at 3.6 µM; actives 0.12% (n = 360,000); AID 588354;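 active = inhibition above the campaign mean plus 3 SD, with each screening campaign given its own cutoff, cut at about 60% in these data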;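 note: 0% = DMSO treated cells and 100% = gossypol at 36 µM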
NOD2 RIPK2 PPI: blocks binding of human NOD2 to RIPK2 | O43353 | CHO BLA complementation NOD2-RIPK2, CCF4 ratio | inhibition, % at 4.98 µM | actives 0.38% (n = 360,000) | AID 624267; in the data active = inhibition above about 21%;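 note: 0% = vehicle only and 100% = reference blocker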
TROY NFkB inh: inhibitors of TROY-dependent NF-kB signaling; Q293 LMP1-TROYcd NF-kB luciferase reporter, 4 h; inhibition, % at 10 µM; actives 0.98% (n = 360,000);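 active = compounds whose plate-normalised and pattern-corrected inhibition of the luciferase reporter signal at the single screening dose is 50% or more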
TLR9-MyD88 block: inhibitors of human TLR9-MyD88 binding; Q9NR96+Q99836; CHO BLA complementation TLR9-MyD88, CCF4 FRET ratio; inhibition, % at 4.98 µM; actives 0.21% (n = 340,000);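 active = inhibition above the mean over all tested compounds plus 3 SD, cut at about 21% in these data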;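 note: 0% = DMSO only wells and 100% = clavulanate BLA inhibitor control wells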
Granule exo inh: blocks lytic granule exocytosis; actives 0.66% (n = 360,000); inhibition, % at 10 µM; TALL-104 LAMP-1 surface exposure, flow cytometry; cells stimulated with thapsigargin and PMA;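 active = inhibition above about 55%, limit read from the data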
Numbers without * were called inactive; . = no result given. Some of the compounds tested, so the mix of outcomes need not match the whole.

SMILES	TWEAK Fn14 block	ABHD5-PLIN5 inh	NCOA3 inh	COUP-TFII inh	NR5A2 inv ag	NCOA2 inhibitor	SRC1 inh	NOD2 RIPK2 PPI	TROY NFkB inh	TLR9-MyD88 block	Granule exo inh
COC(=O)C1=C(C)N(C)C(C)=C(C(=O)OC)C1c1ccccc1C	4.5	2.5	-18.3	0.7	-2.4	8.6	-2.0	-0.4	-5.7	-4.2	-0.5
COc1cccc(CNC(=O)CN2C(=O)CCSc3ccc(S(=O)(=O)N4CCCC4)cc32)c1	-1.3	11.8	1.3	-16.7	8.5	17.4	17.4	-1.0	-7.8	-1.9	-4.9
CCCCC(=O)NCCNC(=O)c1cc(OCC(F)(F)F)ccc1OCC(F)(F)F	-3.5	9.0	5.9	5.3	2.8	15.9	-7.2	0.9	-17.0	-28.5	-1.3
COc1ccc(N2CCN(S(=O)(=O)CCNS(=O)(=O)c3ccccc3)CC2)cc1	-4.5	-4.5	2.6	-1.8	2.6	12.1	2.3	7.8	-0.9	6.2	24.4
C/C(=N\Nc1nc(Nc2ccccc2)nc(N2CCOCC2)n1)c1cccs1	-28.5	-2.9	-3.6	18.4	-1.4	21.5	-0.7	-5.0	-8.4	-2.0	-2.4
CC(=O)N/C(=C\c1ccccc1)C(=O)OCc1ccccc1	-9.9	-9.4	10.8	16.7	2.2	14.1	-1.8	-10.2	21.3	10.9	0.3
Cc1cc(C)n(-c2nc3ccccc3n3c(C)nnc23)n1	26.4	-3.0	18.0	-0.6	-3.1	-27.7	-11.3	-6.8	13.2	-7.4	-1.4
O=C(Cc1n[nH]c(=O)[nH]c1=O)N/N=C/c1cccc(O)c1	-6.3	-0.2	8.2	-7.4	1.6	-17.2	-9.9	-2.8	17.5	-12.8	2.3
CSc1nc(C)cc(C)c1C#N	2.5	3.5	0.5	6.5	13.0	4.9	-3.6	6.8	15.9	-14.2	0.8
COc1ccc(S(=O)(=O)N2CCOCC2)cc1NC(=O)CSc1nnc(C2CC2)n1N	-7.2	-2.9	4.0	-5.7	-3.3	0.6	-14.7	-5.0	-7.3	-4.1	-0.6

Record cards, as listed above:
O=C(Cc1n[nH]c(=O)[nH]c1=O)N/N=C/c1cccc(O)c1 is listed as TWEAK Fn14 block: -6.3; ABHD5-PLIN5 inh: -0.2; NCOA3 inh: 8.2; COUP-TFII inh: -7.4; NR5A2 inv ag: 1.6; NCOA2 inhibitor: -17.2; SRC1 inh: -9.9; NOD2 RIPK2 PPI: -2.8; TROY NFkB inh: 17.5; TLR9-MyD88 block: -12.8; Granule exo inh: 2.3
Cc1cc(C)n(-c2nc3ccccc3n3c(C)nnc23)n1 is listed as TWEAK Fn14 block: 26.4; ABHD5-PLIN5 inh: -3.0; NCOA3 inh: 18.0; COUP-TFII inh: -0.6; NR5A2 inv ag: -3.1; NCOA2 inhibitor: -27.7; SRC1 inh: -11.3; NOD2 RIPK2 PPI: -6.8; TROY NFkB inh: 13.2; TLR9-MyD88 block: -7.4; Granule exo inh: -1.4

(list continues)
SMILES	TWEAK Fn14 block	ABHD5-PLIN5 inh	NCOA3 inh	COUP-TFII inh	NR5A2 inv ag	NCOA2 inhibitor	SRC1 inh	NOD2 RIPK2 PPI	TROY NFkB inh	TLR9-MyD88 block	Granule exo inh
Cc1ccccc1CN(CC(=O)Nc1cccc([N+](=O)[O-])c1)S(=O)(=O)c1ccc(Cl)cc1	29.7	0.3	9.8	2.8	8.2	14.7	10.5	-6.1	40.0	0.3	-1.2
O=C1CC2(CCCC2)CC(=O)N1c1ccccc1	-9.5	2.0	5.7	15.6	-19.4	4.3	9.8	-9.2	1.7	1.3	1.5
Cc1ccc(/C=N/NC(=O)c2nnn(-c3nonc3N)c2CSc2ccc(Cl)cc2)cc1	-45.1	2.7	5.0	6.5	15.9	11.9	-19.6	-8.8	18.1	-7.5	2.2
Cc1cccc(NC(=O)CSc2ccc(C(N)=O)cc2[N+](=O)[O-])c1C	6.6	-1.6	17.2	7.2	10.7	-1.4	-15.6	-9.0	-13.6	-4.7	-0.7
CN1CCN(c2ccc(S(=O)(=O)N3CCCCC3)cc2NC(=O)/C=C/c2ccc(Cl)c([N+](=O)[O-])c2)CC1	3.7	6.9	7.3	-0.3	-15.6	-22.4	-21.2	22.0*	6.5	8.2	14.4
COc1cc(/C=N\NC(=O)OC(C)(C)C)ccc1OC(=O)c1ccco1	-5.3	5.2	-11.1	-36.8	-9.0	-14.0	-24.2	18.2	-2.5	.	-0.9
Cc1ccc(S(=O)(=O)N(CC(=O)O)Cc2ccccc2)cc1	5.2	2.0	8.1	.	14.7	.	9.9	7.4	2.9	-6.9	-0.7
C/[N+]([O-])=C/c1c(OCc2ccc(Cl)cc2Cl)ccc2ccccc12	-4.3	-1.4	-5.0	12.1	19.3	-44.1	-28.4	-12.6	-45.0	-12.3	-2.7
Cn1c(CNC(=O)c2ccco2)nnc1SCC(=O)c1ccccc1	-6.7	1.6	28.6	2.7	3.0	9.8	6.3	-14.0	-1.9	-0.9	-3.9
Cc1ccnc(SCC(=O)Nc2oc(-c3ccccc3)c(-c3ccccc3)c2C#N)n1	4.3	13.9	-26.4	-3.3	7.5	-2.6	-9.3	-6.7	2.0	-10.9	2.2
C[C@@H]1CN([C@H](C)CO)C(=O)Cc2cc(NC(=O)Nc3ccccc3)ccc2O[C@@H]1CN(C)Cc1ccc2c(c1)OCO2	-8.2	7.8	1.8	7.3	-13.2	-13.1	1.0	5.1	8.8	-7.8	1.5
Cc1cccc(NC(=O)CCC(=O)OCC(=O)c2ccc(Oc3ccc([N+](=O)[O-])cc3)cc2)c1	0.1	5.4	12.8	7.1	7.2	6.7	1.1	4.9	20.0	-6.2	-0.9
Cn1nc(C(C)(C)C)cc1C(=O)N1CCCCC1c1cc(C(=O)NCc2ccc(F)cc2)no1 (stereo unspecified)	11.5	-1.3	-4.1	38.5*	16.9	0.5	4.2	-6.9	20.4	.	1.3
N#Cc1cccc2c1-c1ccccc1/C2=N/NC(N)=S	-63.9	-8.6	-25.4	.	52.8	.	-3.2	6.2	0.9	-5.1	9.6
Clc1ccc(OCc2nnc(-c3ccccc3Br)o2)c(Cl)c1	-60.0	-2.5	-56.4	-27.9	-45.9	-19.1	-82.9	-7.0	-70.8	9.7	-6.5
Cc1ccc(S(=O)(=O)c2c(C)cc(C)nc2Oc2cccc(C)c2C)cc1	72.0*	7.7	1.0	4.3	15.8	-8.8	-22.2	0.0	-4.0	9.0	-0.4
COc1ccc(-c2ccc(-c3nc4c(c(=O)[nH]c(=O)n4Cc4ccccc4)n3C)o2)c([N+](=O)[O-])c1	-1.2	1.8	-8.2	11.8	-0.8	29.2	8.8	-5.5	-24.7	-1.1	-2.1
Cc1nc(NC2CCCCC2)c2nnn(Cc3ccccc3Cl)c2n1	3.0	-7.8	-11.9	1.2	4.5	26.8	-25.1	1.3	13.7	-12.4	-16.0
O=c1[nH]c(-c2ccccc2F)nc2c1sc(=S)n2Cc1ccccc1	60.8*	-1.4	-1.3	-13.3	8.7	-20.6	18.2	-8.8	58.1*	3.6	2.8
Cc1c(Cl)cccc1NS(=O)(=O)c1c(C(=O)N2CCOCC2)c(C)n(C)c1C	20.2	9.0	22.8	-17.6	14.1	3.7	-6.4	1.2	-37.5	12.1	2.9
Cc1cccc(NC(=O)COC(=O)Cc2cccc(C(F)(F)F)c2)c1C	-15.6	2.4	-0.8	3.4	5.2	17.0	-8.3	6.8	3.0	3.9	3.8
CC(=O)c1ccc(N=Nc2c(C)[nH]n(-c3ccccc3)c2=O)cc1	4.0	-2.1	-22.9	9.8	3.5	-0.8	12.5	-0.7	10.7	-1.5	-11.8
COc1ccccc1C#CC1=CC(=O)CC(C)(C)C1	-10.1	-2.6	-23.2	5.8	18.6	19.6	-24.3	0.2	-13.2	0.4	0.6
CC1(C(=O)O)CCCN1C(=O)c1cccc(OC(F)(F)F)c1 (stereo unspecified)	4.0	-4.4	-20.8	-2.5	11.8	-17.7	-2.1	1.8	-5.3	.	-5.7
CN1CCN(S(=O)(=O)c2ccc(N3CCN(C(=O)c4ccccc4)CC3)nc2)CC1	-6.0	5.6	-4.9	0.9	8.4	6.3	-3.2	-14.5	-10.6	-2.8	4.7
COC(=O)c1sc(S(=O)(=O)N2CCN(c3ccc(OC)cc3)CC2)c(C(=O)OC)c1C	-1.0	-5.3	0.9	13.3	-0.1	-15.8	7.3	0.4	-5.7	-0.2	4.1
COc1cc(-c2nc(C(=O)NC3CCN(Cc4ccccc4)CC3)cc3c2[nH]c2ccccc23)cc(OC)c1OC	-14.1	1.1	15.4	.	0.6	.	-4.2	5.8	5.7	-0.6	17.9
Nn1c(SCc2cccc(F)c2)nnc1-c1cccnc1	-11.4	-2.5	4.4	-10.0	-3.2	-16.7	-13.3	1.1	-27.6	-4.9	6.9
Cc1ccc(NC(=O)CN2C(=O)NC(C)(C3CC3)C2=O)cc1S(=O)(=O)N1CCCCC1 (stereo unspecified)	-8.9	-3.2	7.4	7.4	-5.2	-14.7	9.7	0.4	2.6	3.8	3.7
O=C(CNC1CCCCC1)NN=C(c1ccccc1)c1ccccc1	-10.4	2.6	0.3	0.0	-4.6	13.7	17.5	10.1	12.5	-0.3	0.4
CCOC(=O)c1sc(NC(=O)CSc2nnc(-c3ccco3)o2)c(C(=O)OCC)c1C	-28.3	-1.0	4.1	-2.9	2.3	12.7	-2.1	2.6	10.7	-1.9	-0.7
Cc1nc(C(=O)Nc2ccc(Cl)cc2)sc1C1(C)CC(c2ccccc2)=NO1 (stereo unspecified)	14.6	-13.4	7.3	5.0	8.3	3.5	-13.2	-2.7	13.3	3.3	1.2
CC1(C)CCC/C(=C\c2ccccc2)C1=O	9.2	-4.4	-19.1	-11.2	-4.7	-6.6	8.2	-7.6	4.2	-7.5	-7.7
NCCC1CCCC(CCN)N1 (stereo unspecified)	-7.0	-0.2	10.9	-4.2	14.4	7.1	8.3	-8.0	16.7	2.6	-2.2
O=C(Nc1ccc(Cl)cc1)N1CCC(c2ccccc2)C1 (stereo unspecified)	-8.3	-4.9	-89.0	-47.6	-116.8	-43.4	-115.3	11.6	-12.2	13.2	0.1
CC(C)NC(=O)c1c(O)c2cccc3c2n(c1=O)CCC3	-2.5	-3.0	7.8	8.7	9.8	8.0	0.8	-11.6	5.7	-8.8	-7.5
CC1CCCCN1C(=O)c1ccc(OC2CCN(S(=O)(=O)N(C)C)CC2)cc1 (stereo unspecified)	0.4	6.0	-3.6	13.2	3.4	-7.4	-10.7	2.1	-10.6	7.5	-5.4
CS(=O)(=O)N1CCCC(C(=O)Nc2ccc(F)cc2)C1 (stereo unspecified)	9.4	-3.1	2.1	-2.0	11.2	-11.3	0.1	4.6	14.9	-5.4	2.3
CC(=O)c1cccc(NC(=O)C23CC4CC(C2)CC(n2cncn2)(C4)C3)c1	-10.3	-1.3	8.9	6.3	7.0	-1.7	-11.1	-5.2	9.0	-8.2	-2.6
CCOc1cc(/C=C/C(=O)Nc2ccc(C(=O)NCCN(CC)CC)cc2)ccc1OCC(C)C	-28.5	11.1	5.5	7.8	12.5	-29.5	-1.3	-1.7	-7.8	3.5	3.0
O=C(Nc1ccc(-n2cnnn2)cc1)C1CCCN1C(=O)NC1CCCCC1 (stereo unspecified)	-13.0	5.2	2.1	-1.3	0.6	-29.2	11.6	-4.2	-9.4	5.2	0.1
CN(C)c1ncc(S(=O)(=O)c2ccccc2)c(=O)[nH]1	-12.7	3.6	-14.3	7.7	1.0	3.3	18.7	-14.8	-2.2	-3.4	-4.9

Screening data as filed in PubChem.
